Compound activity deposited in PubChem BioAssay by several laboratories.
Mcl1-Noxa inh: Mcl-1/Noxa interaction inhibition; Q07820; TR-FRET Mcl-1/Noxa peptide binding, 2 h; inhibition, % at 21.7 µM; actives 1.5% (n = 220,000);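 active = compounds that cut the protein-peptide binding signal by more than 50% relative to plate controls in a single-dose test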;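 note: His-tagged Mcl-1 with rhodamine Noxa BH3 peptide and terbium anti-His antibody; 0% = Mcl-1 plus Noxa peptide wells and 100% = peptide-only wells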
Cdc42 wt GTP: human Cdc42 wildtype GTP binding change, either direction | P60953 | GST-Cdc42 beads, Bodipy-GTP binding, flow cytometry; actives lie on both sides | percent activity (GTP binding), % at 10 µM | actives 0.2% (n = 190,000) | AID 761;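 active = percent activity GTP binding at least 20 points away from the 100% baseline, either down as inhibitor or up as activator; inconclusive = compound flagged as likely green fluorescent from well-wide comparison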;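 note: median bead fluorescence of bound Bodipy-FL-GTP at 100 nM; 0% = excess unlabeled GTP control and 100% = no compound control; below 100% means less GTP binding so inhibitor and above means activator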
HRas wt GTP bind: changes GTP binding to wildtype human HRas; P01112; GST-Ras wt beads, Bodipy-FL-GTP binding, flow cytometry; actives lie on both sides; GTP binding activity, % at 10 µM; actives 0.14% (n = 190,000);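 active = GTP binding activity at least 20% away from the 100% baseline, either lowered as inhibitor or raised as activator; inconclusive = flagged as likely green fluorescent, judged across all proteins in the well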;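 note: 0% = unlabeled GTP competition control and 100% = no-compound control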
Avidin bead fluor: avidin bead compound fluorescence profile; fluorescence (KMESF) at 10 µM; AID 1775; Avidin beads, compound fluorescence 488/530 nm, flow cytometry; hits give high values; actives 0.38% (n = 220,000); in the data active = fluorescence above about 47; note: inactives centre near 10
Rac1 wt modul: modulators of human Rac1 wildtype GTP binding; actives 0.27% (n = 190,000); P63000; GTP binding activity (% of control), % at 10 µM; GST-Rac1 beads, fluorescent GTP binding, flow cytometry; actives lie on both sides; 0 = cold GTP competed, 100 = untreated; AID 757;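 active = GTP binding activity at least 20 points away from the 100% control level, either lower or higher; inconclusive = compound flagged as likely green fluorescent, judged across all proteins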
Rab2A wt mod: changes GTP binding to wildtype dog Rab2A, up or down | P61105 | GST-Rab2 wt beads, Bodipy-GTP binding, flow cytometry | GTP binding activity, % at 10 µM | actives 0.19% (n = 190,000) | AID 760;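 active = GTP binding activity at least 20 points away from 100%, either lowered or raised; inconclusive = signal likely due to the compound's own green fluorescence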;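 note: 0% = beads with excess unlabeled GTP and 100% = no-compound control corrected for plate trend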
Rab7 wt modul: dog Rab7 wildtype GTP binding, inhibitors and activators | GST-Rab7 beads, fluorescent GTP binding, flow cytometry; actives lie on both sides; untreated = 100%, excess cold GTP = 0% | GTP binding activity (percent of control), % at 10 µM | actives 0.055% (n = 190,000) | AID 758;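 active = fluorescent GTP binding to Rab7 beads changed by at least 20 points from the 100% baseline, either direction, mostly lower; inconclusive = compound itself probably fluorescent, or too few beads counted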;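 note: median green fluorescence of bound Bodipy-FL-GTP per Rab7 bead population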
Rac1 mut GTP: modulators of GTP binding to human Rac1 activated mutant. P63000. AID 764. GST-Rac1 activated beads, fluorescent GTP binding, flow cytometry; actives lie on both sides; 100% means binding = to untreated wells. actives 0.11% (n = 190,000). percent activity (GTP binding), % at 10 µM;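 active = GTP binding at least 20 percentage points away from the 100% baseline, in either direction, so actives lie on both sides; inconclusive = Compound likely fluorescent itself, or too few beads counted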
ABCB1 inh: human ABCB1 inhibition, ABCG2 as counter-screen; P08183; CCRF-Adr cells, JC-1 efflux, flow cytometry; inhibition, % at 6.6 µM; actives 0.067% (n = 190,000); AID 1326; in the data active = inhibition above about 40%;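 note: 0% = vehicle and 100% = reference inhibitor; higher value means more JC-1 retained so stronger ABCB1 efflux block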
Target sequence (P08183 whole entry, looked up): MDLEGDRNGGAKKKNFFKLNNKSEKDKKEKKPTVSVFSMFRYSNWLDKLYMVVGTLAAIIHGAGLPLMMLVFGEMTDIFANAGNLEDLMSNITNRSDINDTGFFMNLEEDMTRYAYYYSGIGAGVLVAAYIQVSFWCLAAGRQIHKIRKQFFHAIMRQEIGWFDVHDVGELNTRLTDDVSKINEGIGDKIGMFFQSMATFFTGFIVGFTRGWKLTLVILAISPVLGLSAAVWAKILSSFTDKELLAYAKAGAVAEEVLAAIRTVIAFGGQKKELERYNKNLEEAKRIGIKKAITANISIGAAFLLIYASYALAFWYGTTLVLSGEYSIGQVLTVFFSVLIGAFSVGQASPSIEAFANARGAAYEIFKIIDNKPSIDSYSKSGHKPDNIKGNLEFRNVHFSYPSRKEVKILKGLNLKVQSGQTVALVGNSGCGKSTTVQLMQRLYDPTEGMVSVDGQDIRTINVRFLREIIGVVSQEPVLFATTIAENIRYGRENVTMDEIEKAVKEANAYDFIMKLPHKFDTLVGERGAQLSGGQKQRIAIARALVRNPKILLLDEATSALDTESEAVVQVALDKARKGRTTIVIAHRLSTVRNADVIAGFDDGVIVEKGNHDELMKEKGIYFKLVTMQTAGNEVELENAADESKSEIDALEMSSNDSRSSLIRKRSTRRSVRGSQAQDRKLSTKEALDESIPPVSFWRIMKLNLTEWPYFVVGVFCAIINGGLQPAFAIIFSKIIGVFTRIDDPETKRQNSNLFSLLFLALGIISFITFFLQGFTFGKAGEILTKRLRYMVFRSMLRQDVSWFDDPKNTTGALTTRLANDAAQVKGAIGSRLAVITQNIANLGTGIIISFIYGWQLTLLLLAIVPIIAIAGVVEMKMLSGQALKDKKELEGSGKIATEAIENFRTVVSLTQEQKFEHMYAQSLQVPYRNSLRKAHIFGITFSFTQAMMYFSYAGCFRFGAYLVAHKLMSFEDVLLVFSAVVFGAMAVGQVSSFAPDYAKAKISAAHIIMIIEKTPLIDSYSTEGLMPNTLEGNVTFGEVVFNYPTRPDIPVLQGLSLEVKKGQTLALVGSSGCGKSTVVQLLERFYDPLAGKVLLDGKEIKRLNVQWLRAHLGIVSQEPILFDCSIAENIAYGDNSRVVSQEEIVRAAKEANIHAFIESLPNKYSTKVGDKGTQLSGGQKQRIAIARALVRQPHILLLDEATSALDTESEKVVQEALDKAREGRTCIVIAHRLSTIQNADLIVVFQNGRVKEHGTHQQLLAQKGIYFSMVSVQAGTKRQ
Pf gametocyte: kills late stage P. falciparum gametocytes. AID 743093. P. falciparum stage V gametocytes, ATP luminescence, 24 h. actives 0.065% (n = 150,000). inhibition, % at 10.9 µM;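 active = inhibition above the mean plus 3 SD of compounds within the control limits, set per campaign, cut at about 38% in these data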;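 note: 0% = DMSO wells and 100% = medium only without gametocytes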
ABCG2 block: human ABCG2 inhibition, ABCB1 as counter-screen; actives 0.1% (n = 190,000); inhibition, % at 6.6 µM; IgMXP3 cells, JC-1 efflux, flow cytometry;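 active = inhibition above 80%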;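 note: 0% = DMSO and 100% = nicardipine control wells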
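test system = two drug-resistant human cell lines, ABCG2 and ABCB1 | amount = 3 million cells/mL final, two lines in 1:1 ratio | reagent = JC-1 transporter substrate | doses = one concentration, 6.6 µM final | incubation = 10 min at 25 °C | signal = flow cytometric JC-1 green MFI at 530 nm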
* marks the source's active call; other numbers are inactive results; ? = inconclusive; . = not tested or not shown.

SMILES	Mcl1-Noxa inh	Cdc42 wt GTP	HRas wt GTP bind	Avidin bead fluor	Rac1 wt modul	Rab2A wt mod	Rab7 wt modul	Rac1 mut GTP	ABCB1 inh	Pf gametocyte	ABCG2 block
COc1ccc(C(=O)O)cc1NC(=S)NC(=O)c1ccc(-c2ccc(Cl)cc2)o1	74.6*	92.0	93.0	11	96.0	94.0	98.0	94.0	-0.7	-17.0	-2.6
Cc1ccccc1NC(=O)NCCc1c[nH]c2ccccc12	3.6	98.0	98.0	10	99.0	101.0	101.0	99.0	0.2	-18.4	1.0
Oc1ccccc1-c1nc2cnccn2c1Nc1ccc2c(c1)OCCO2	.	92.0	94.0	13	87.0	91.0	93.0	89.0	2.5	.	18.1
Cc1cc2n(n1)C(c1cccs1)Nc1ccccc1-2 (centres undefined)	14.6	99.0	96.0	4	98.0	96.0	94.0	97.0	1.1	.	7.7
CC(=O)N1CCc2cc(S(=O)(=O)N3CCOCC3)ccc21	11.4	104.0	101.0	6	104.0	100.0	98.0	101.0	0.2	.	1.0
O=C(c1cnsn1)N1CCN(c2ccccc2)CC1	4.7	90.0	88.0	163*	85.0	87.0	86.0	88.0	1.4	19.9	6.7
Cc1ccc(-n2c(C)nc3c(cnn3-c3ccc(C)c(C)c3)c2=O)cc1C	3.7	94.0	97.0	7	100.0	97.0	96.0	98.0	1.5	.	6.9
CCOC(=O)c1ccccc1NC(=O)CSc1ccc(-c2cccnc2)nn1	0.1	94.0	95.0	25	98.0	93.0	97.0	98.0	1.5	-15.4	3.8
Cc1ccc(C2C(C#N)=C(N)SC(N)=C2C#N)cc1	.	94.0	94.0	9	91.0	93.0	92.0	94.0	0.0	8.0	-1.3
CC(OC(=O)C1=COCCO1)C(=O)Nc1cc(S(=O)(=O)N2CCCCC2)ccc1Cl (centres undefined)	16.4	95.0	95.0	6	98.0	96.0	100.0	96.0	0.1	7.9	1.8
COc1ccc([N+](=O)[O-])cc1NC(=O)c1ccc(N(Cc2ccccc2C)S(C)(=O)=O)cc1	5.5	100.0	99.0	14	103.0	98.0	98.0	100.0	1.6	-0.3	5.2
COC(=O)c1[nH]c2cc(C)ccc2c1NC(=O)CN1CCc2cc(OC)c(OC)cc2C1	3.6	105.0	103.0	8	104.0	102.0	100.0	99.0	1.2	.	7.7
COc1cc2[nH]cc(C(=O)NCCc3ccccc3)c(=O)c2cc1OC	-2.6	95.0	95.0	20	95.0	93.0	95.0	95.0	0.4	.	1.0
COc1ccccc1NC(=S)NC(=O)C(C)C	5.2	102.0	103.0	6	104.0	102.0	98.0	102.0	2.0	.	15.9
COc1ccccc1NC(=O)CCCc1nc(-c2ccc(OC)c(OC)c2)no1	4.8	97.0	98.0	9	105.0	99.0	102.0	95.0	0.7	-7.0	4.5
CC(=O)Nc1cccc(NC(=O)c2cc(Cl)ccc2Cl)c1	10.3	96.0	99.0	9	100.0	103.0	108.0	95.0	0.3	-11.3	11.9
COc1ccc(-c2cc3ccccc3oc2=O)cc1NC(=O)c1cccnc1	13.4	101.0	101.0	7	103.0	101.0	102.0	101.0	3.9	.	9.6
COc1ccc2cc(CCNC(=O)c3ccc(Br)o3)c(=O)[nH]c2c1	11.1	99.0	100.0	7	101.0	100.0	102.0	98.0	0.9	.	4.3
Cc1cc(NC(=O)c2cccc(S(=O)(=O)N3CCOCC3)c2)c2ccccc2n1	5.5	102.0	99.0	9	105.0	98.0	98.0	101.0	-0.1	.	16.8
C=CCOc1ccc(C(=O)CC)cc1OC	13.3	105.0	105.0	16	106.0	105.0	102.0	105.0	0.4	7.0	5.6
O=C1c2ccccc2NC2CCCCC12 (centres undefined)	28.6	96.0	94.0	5	91.0	95.0	94.0	92.0	0.1	-45.9	5.3
Cc1ccc(C(=O)CC2(O)C(=O)Nc3ccccc32)s1 (centres undefined)	4.7	105.0	102.0	6	103.0	101.0	103.0	100.0	0.1	-3.5	0.3
O=C(Cn1c(-c2ccccc2)noc1=O)Nc1ccc(N2CCCCCC2)cc1	34.0	96.0	95.0	13	92.0	92.0	97.0	93.0	0.1	-33.7	-0.9
CCCCSc1nnc([C@@H]2CCCN2C(=O)OC(C)(C)C)o1	8.8	103.0	101.0	8	106.0	103.0	102.0	101.0	0.2	.	0.3
O=C(O)CCC(=O)Nc1ccc(OCC(=O)O)cc1	21.8	93.0	96.0	12	90.0	96.0	99.0	96.0	0.3	-14.2	0.3
Additional results.
SMILES	Mcl1-Noxa inh	Cdc42 wt GTP	HRas wt GTP bind	Avidin bead fluor	Rac1 wt modul	Rab2A wt mod	Rab7 wt modul	Rac1 mut GTP	ABCB1 inh	Pf gametocyte	ABCG2 block
COc1ccc(CCN=C(N)NS(=O)(=O)c2ccc(C)cc2)cc1	-14.0	100.0	98.0	17	102.0	99.0	99.0	98.0	-1.9	-10.6	2.8
O=C(CCc1nc2ccccc2[nH]1)Nc1ccccc1	-0.1	101.0	102.0	5	104.0	102.0	104.0	100.0	0.9	4.2	6.5
Cc1cc(C)n(CC(=O)n2c3ccccc3c3ccccc32)n1	-11.1	96.0	95.0	8	96.0	94.0	89.0	95.0	0.3	.	1.0
CS(=O)(=O)Nc1cccc(C2=NN(S(=O)(=O)c3ccccc3)C(c3cccs3)C2)c1 (centres undefined)	-10.3	?	?	37	?	?	?	?	0.1	-8.0	0.1
CCCCNC(=O)c1ccc(CS(=O)(=O)c2ccc(OC)cc2)o1	-3.9	94.0	91.0	4	94.0	96.0	91.0	96.0	0.0	.	0.2
CC1CCCCN1c1nc2nonc2nc1N1CCCCC1C (centres undefined)	-1.0	98.0	98.0	4	100.0	97.0	95.0	95.0	0.7	.	1.2
COC(=O)c1cc(=O)n(C2CC2)c(=NC2CC2)s1	12.5	104.0	103.0	9	102.0	102.0	103.0	101.0	0.5	.	0.9
CC1CCCCN1S(=O)(=O)c1ccccc1[N+](=O)[O-] (centres undefined)	1.6	99.0	102.0	3	102.0	97.0	105.0	99.0	1.4	-6.4	14.8
COc1ccc(NC(=O)Nc2ccc(OC)c(OC)c2)c([N+](=O)[O-])c1	6.3	97.0	101.0	7	102.0	101.0	103.0	97.0	0.6	-22.8	4.3
O=C(O)CCn1cc(/C=C2\SC(=S)NC2=O)c(-c2ccccc2)n1	14.6	95.0	93.0	11	98.0	92.0	105.0	92.0	0.3	10.1	2.1
Cc1cc(NS(=O)(=O)c2ccc(Nc3nc(-c4ccc(O)cc4)cs3)cc2)no1	69.1*	84.0	87.0	2	81.0	82.0	93.0	89.0	-0.7	-3.2	-2.0
O=S1(=O)C=C(SCc2ccccc2)Nc2ccccc21	-4.8	101.0	100.0	34	103.0	99.0	98.0	100.0	0.6	13.7	3.2
CCOc1ccc(NC(=O)NCc2cccnc2)cc1	6.4	98.0	96.0	3	98.0	95.0	96.0	94.0	1.3	18.4	4.5
COc1ccccc1OCCn1c(C(C)O)nc2ccccc21 (centres undefined)	-15.8	?	?	16	?	?	?	?	0.1	.	0.8
Clc1ccc(CSc2nnc(-c3ccncc3)o2)cc1	10.3	99.0	96.0	12	96.0	93.0	91.0	97.0	0.6	17.7	2.8
CN1CCCN(C(=O)c2cc(-c3ccc(Cl)c(Cl)c3Cl)nc3ccccc23)CC1	13.7	103.0	103.0	12	105.0	101.0	106.0	99.0	4.7	16.3	2.1
COC(=O)c1ccc(NC(=O)c2cc(Cl)ccc2OC)cc1	-15.3	98.0	96.0	9	100.0	98.0	94.0	95.0	-0.8	-1.0	8.8
COc1ccc(N(CC(=O)NC2CCCC2)C(=O)c2csnn2)cc1	-8.9	99.0	103.0	7	105.0	101.0	104.0	99.0	5.1	.	1.3
O=C1/C(=C/c2cccnc2)SC(=S)N1CC1CCCO1 (centres undefined)	4.0	?	?	23	?	?	?	?	0.2	.	0.8
Cc1ccc(NC(=S)NCc2ccc3[nH]c4c(c3c2)CCCC4)cc1	-2.1	95.0	100.0	6	101.0	99.0	99.0	96.0	-0.4	.	-2.0
COC(=O)c1ccc(OC(=O)c2ccco2)cc1	-16.1	104.0	104.0	11	105.0	104.0	101.0	101.0	-0.2	.	-0.3
COc1cc(C2NC(=O)NC(C)=C2C(=O)OC(C)(C)C)ccc1OCC(=O)O (centres undefined)	1.6	105.0	103.0	7	110.0	100.0	105.0	102.0	0.0	6.0	0.6
CCn1nnc(NC(=O)c2cc3ccccc3o2)n1	-12.3	102.0	102.0	20	104.0	101.0	103.0	99.0	0.4	14.0	34.9
COc1ccc(-c2nnc(SCC(=O)Nc3cccc(Cl)c3)o2)cc1	-10.7	101.0	99.0	9	90.0	102.0	100.0	97.0	0.0	-36.4	4.1
COc1ccc(CNC(=O)c2ccc(Br)cc2)cc1	-0.7	93.0	101.0	10	100.0	96.0	103.0	96.0	0.4	.	1.8
(list continues)
SMILES	Mcl1-Noxa inh	Cdc42 wt GTP	HRas wt GTP bind	Avidin bead fluor	Rac1 wt modul	Rab2A wt mod	Rab7 wt modul	Rac1 mut GTP	ABCB1 inh	Pf gametocyte	ABCG2 block
N#CC1C(=O)NC(N2CCN(c3ccccc3)CC2)=NC12CCCCC2 (centres undefined)	19.7	104.0	103.0	8	110.0	105.0	101.0	100.0	0.5	-9.0	2.3
CCOc1ccccc1-n1c(SCC(=O)NC(C)CC)nnc1-c1ccoc1C (centres undefined)	-3.3	101.0	103.0	6	105.0	101.0	102.0	100.0	1.7	.	1.0
CC1=C(C(=O)O)N2C(=O)C(NC(=O)c3ccn(C)n3)C2SC1 (centres undefined)	38.9	103.0	105.0	19	105.0	103.0	103.0	99.0	0.3	3.1	8.2
COc1cccc(NC(=O)Cn2nnc(-c3ccccc3N)n2)c1	10.7	96.0	98.0	33	101.0	97.0	96.0	97.0	-0.8	.	0.4
CN1CCN(S(=O)(=O)c2ccc(NC(=O)C(C)(C)C)cc2)CC1	0.4	91.0	92.0	7	91.0	90.0	86.0	89.0	1.0	.	5.0
O=C(CN1CC[n+]2c(-c3cccs3)csc21)c1ccc(Br)cc1	-32.9	101.0	103.0	4	103.0	102.0	101.0	101.0	0.4	-2.5	0.5
